# iPSC survival up: increases survival of single human iPS cells. 0.044% of 360,000 active. hiPSC single-cell survival, ATPlite luminescence; 100% = ROCK inhibitor wells, 0% = DMSO. survival enhancement, % at 20 µM; in the data active means survival enhancement above about 18%;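 further: cells exposed to compounds for 16 hours before the ATP read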
# N-glyco inh: blocks N-linked glycosylation in D54 reporter cells | D54 ERlucT glycosylation luciferase reporter, 24 h; percent of 100 nM tunicamycin response | reporter increase, % at 12.5 µM | 0.23% of 360,000 active;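 active means mean luciferase reporter signal, scaled so untreated is 0 and the glycosylation-blocking control 100, at or above a set limit in every replicate; inconclusive means mean reaches the limit but not every replicate does; inactive means mean below the limit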;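 further: luciferase carries N-glycosylation sites so blocking glycosylation raises the light; 0% = median of neutral control wells and 100% = median of 100 nM tunicamycin wells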
# ABHD5 PLIN5 PPI: inhibitors of human ABHD5-perilipin-5 interaction. inhibition, % at 4 µM. Q00G26+Q8WTS1. 0.78% of 360,000 active. Split G. princeps luciferase complementation, luminescence, 4 h;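 active means inhibition above the mean inhibition across every tested compound plus 3 SD, cut at about 22% in these data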;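 further: 0% = DMSO only wells and the 100% control is not disclosed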
# Target sequence (Q00G26 whole entry, looked up): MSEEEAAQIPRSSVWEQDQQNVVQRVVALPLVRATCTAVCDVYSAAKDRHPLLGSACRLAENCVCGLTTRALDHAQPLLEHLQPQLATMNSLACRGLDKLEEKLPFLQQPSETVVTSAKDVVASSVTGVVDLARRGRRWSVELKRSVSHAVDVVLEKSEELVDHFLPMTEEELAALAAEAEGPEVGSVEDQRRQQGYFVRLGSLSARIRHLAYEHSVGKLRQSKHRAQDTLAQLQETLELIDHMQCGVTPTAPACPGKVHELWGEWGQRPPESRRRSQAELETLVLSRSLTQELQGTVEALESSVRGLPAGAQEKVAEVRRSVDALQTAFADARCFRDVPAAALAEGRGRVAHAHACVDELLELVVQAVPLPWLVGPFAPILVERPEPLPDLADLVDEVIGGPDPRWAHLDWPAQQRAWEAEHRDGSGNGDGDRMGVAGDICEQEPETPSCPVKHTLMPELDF
# Target sequence (Q8WTS1 whole entry, looked up): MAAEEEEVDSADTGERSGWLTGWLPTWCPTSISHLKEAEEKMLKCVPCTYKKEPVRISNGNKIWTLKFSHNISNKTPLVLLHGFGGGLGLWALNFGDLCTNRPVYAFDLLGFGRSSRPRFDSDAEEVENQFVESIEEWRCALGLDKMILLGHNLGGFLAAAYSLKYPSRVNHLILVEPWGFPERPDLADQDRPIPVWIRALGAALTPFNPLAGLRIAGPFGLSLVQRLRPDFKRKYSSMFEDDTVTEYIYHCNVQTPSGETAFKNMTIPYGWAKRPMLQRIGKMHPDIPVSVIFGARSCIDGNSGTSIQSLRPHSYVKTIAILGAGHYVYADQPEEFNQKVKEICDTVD
# ABCB6 inh MLPCN: human ABCB6 transporter inhibition; 0.19% of 360,000 active; K562-ABCB6 porphyrin accumulation, flow cytometry, 1 h; stronger effect = lower value; Q9NP58; fluorescence ratio to DMSO, % at 10 µM;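 active means fluorescence ratio to DMSO below 75%, the collection mean minus 3 SD; inconclusive means too few cells collected in the well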;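 further: signal is porphyrin accumulated inside mitochondria; 100% equals median channel fluorescence of DMSO control wells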
# aDG glyco act: increases alpha dystroglycan glycosylation. 0.22% of 360,000 active. activation, % at 10 µM. AID 624168. Pro5-aDG cells, alpha-DG glycosylation AlphaScreen (IIH6); 0% Pro5, 100% B10-LARGE cell signal;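 active means activation of at least 8% versus controls, or a plate z-score of at least 8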;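 further: Pro5 are CHO cells carrying HIG-tagged alpha-DG that lacks glycosylation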
# MC4R ag barr: agonists of human melanocortin 4 receptor (MC4R) beta-arrestin; P32245; U2OS MC4R beta-arrestin complementation, luminescence; percent of melanotan II response, DMSO zero; activation, % at 8.9 µM; 0.98% of 360,000 active; AID 540308;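 active means activation above a per-plate cutoff, the mean activation of sample wells on that plate plus 3 SD, cut at about 8% in these data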
# MC4R antag cAMP: blocks human MC4R cAMP signaling; inhibition, % at 6.5 µM; 0.48% of 360,000 active; MC4R-expressing cells, MTII-stimulated cAMP, LANCE TR-FRET;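 active means inhibition above its plate's cutoff, the mean of tested wells on that plate plus 3 SD, cut at about 29% in these data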;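 further: 0% = Melanotan II alone and 100% = Melanotan II plus saturating MCL0020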
#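 Material: U2OS-MC4R stable cell line | Reagent: Melanotan II challenge after compound preincubation | Doses: One concentration, 6.5 µM nominal | Incubation: 30-min compound preincubation, 1-h Melanotan II challenge, 1-h detection, room temperature | Signal: TR-FRET cAMP assay | Replicates: One well per compound, no replicates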
# m5-HT2A agonist: activates the mouse 5-HT2A serotonin receptor | activation, % at 7.6 µM | AID 624169 | P35363 | CHO-K1 mHTR2A beta-arrestin complementation, luminescence; percent of 30 µM serotonin response | 0.66% of 360,000 active;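 active means activation above a run cutoff, the mean activation of all tested compounds plus 3 SD, cut at about 14% in these data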;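 further: 0% = plate median of compound wells and 100% = 30 µM serotonin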
# Exocytosis inh: blocks lytic granule exocytosis; TALL-104 LAMP-1 surface exposure, flow cytometry; cells stimulated with thapsigargin and PMA; inhibition, % at 10 µM; 0.66% of 360,000 active;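 active means inhibition above about 55%, limit read from the data; inconclusive means no clear call, values can overlap the other calls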
# H9c2 protect: myocardial damage modulation in H9c2 cells | H9c2 cardiomyocytes, H2O2 injury protection, ATPLite, 2 h | protection from H2O2 cell death, % at 20 µM | 0.63% of 360,000 active;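 active means compounds giving at least 50% protection of heart cells from peroxide-induced death in the single-dose screen, raw or plate-pattern-corrected value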;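 further: 0% = DMSO wells with peroxide and 100% = DMSO wells without peroxide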
# Starred values were filed as active, the others as inactive; ? = inconclusive.
SMILES,iPSC survival up,N-glyco inh,ABHD5 PLIN5 PPI,ABCB6 inh MLPCN,aDG glyco act,MC4R ag barr,MC4R antag cAMP,m5-HT2A agonist,Exocytosis inh,H9c2 protect
O=C(C1CCCN1S(=O)(=O)c1cccc2nsnc12)N1CCCCC1 (stereo unspecified),0.0,1.0,-7.8,101.0,0.3,-1.4,4.5,-0.4,-11.2,0.0
CN(C)CC(=O)c1c[nH]c2ccccc12,-2.1,0.2,-5.0,97.0,0.0,-0.4,3.3,-1.7,-2.1,7.6
CC(=O)NCCn1c(SCC(=O)NCCc2ccc(S(N)(=O)=O)cc2)nc2ccccc2c1=O,-0.9,1.7,4.5,100.0,-0.4,-3.4,6.8,-1.9,-0.6,-7.0
O=S(=O)(NC1CCCCCCC1)c1cccs1,-2.2,-2.8,-1.6,94.0,0.1,0.1,-2.6,-1.5,-0.1,-1.7
CCCc1nnc(NC(=O)C(CC)OC(=O)c2cc(C)nc3ccccc23)s1 (stereo unspecified),3.1,1.2,2.0,97.0,0.1,-1.3,0.4,2.9,-5.0,5.1
CC(=O)c1cccc(NC(=S)NCCC2=CCCCC2)c1,-1.6,-2.5,-0.7,93.0,1.2,1.6,-1.1,3.7,-0.9,-27.6
CCCCCNc1nc2sc3c(c2c(=O)n1-c1cccc(Cl)c1)CCN(C)C3,-0.6,-1.3,-0.7,106.0,-0.2,0.9,3.3,1.1,9.8,-7.4
Cc1nn2c(-c3ccncc3)ccnc2c1Br,1.0,-1.3,-3.3,104.0,0.2,-2.9,-16.7,-3.8,0.0,8.6
Cn1c(=O)c(=O)n(C)c2cc(N3CCOCC3)c(NS(=O)(=O)c3ccc([N+](=O)[O-])cc3)cc21,0.7,-0.1,-8.2,103.0,-0.6,-2.2,3.1,0.1,-0.5,10.9
COCC(=O)Nc1nnc(SCC(=O)NCc2cccs2)s1,-0.6,2.0,-3.9,98.0,0.0,-1.5,-5.0,0.0,-0.5,4.6
CCOC(=O)CC(=O)CSc1nc2c(cc1C#N)CCCCCC2,2.2,2.0,-3.1,110.0,-0.3,4.4,5.3,0.1,0.9,-4.5
Cc1ccccc1C1CC(c2cccs2)=NN1S(C)(=O)=O (stereo unspecified),-0.8,1.0,-1.4,198.0,-0.6,-0.8,-0.2,1.1,-6.3,-0.9
Cc1occc1C(=O)Nc1cccc(C(=O)NCc2ccccc2)c1,6.3,-0.6,0.6,89.0,-0.1,-1.0,-4.0,-6.5,1.7,4.4
O=C(NC(C(=O)O)c1ccccc1)c1ccc(S(=O)(=O)N2CCOCC2)cc1 (stereo unspecified),-0.7,1.5,-2.4,100.0,-0.1,-2.5,-0.1,-0.4,-7.4,-1.2
COc1ccccc1N(CC(=O)NC1CCCC1)S(=O)(=O)c1ccc(C)cc1,0.6,-0.9,-9.6,96.0,0.0,-0.5,3.7,1.0,16.2,-8.7
CCOC(=O)c1nc(NCc2ccccc2F)c2ccccc2n1,-1.9,-3.1,-3.2,101.0,-0.1,-0.7,-3.8,6.2,?,0.6
COc1ccccc1/C=C1\CCCC2=C1Nc1nnnn1C2c1ccccc1OC (stereo unspecified),-3.4,0.7,9.9,99.0,-0.1,-3.0,16.0,1.8,-11.3,-12.9
Cc1ccc(S(=O)(=O)N2CCC(C(=O)NCCC3=CCCCC3)CC2)cc1C,-0.3,-4.2,-2.6,94.0,0.1,-2.5,7.0,-3.1,1.2,-3.7
Cc1c(Cl)cccc1N/C(SCC(=O)N1CCCCCC1)=C(/C#N)c1nc2ccccc2s1,-2.5,-10.5,0.2,87.0,-1.0,-0.6,-0.6,5.1,-1.3,-17.6
CC(=O)c1ccc(N2CCN(C(=O)c3cc(C)on3)CC2)cc1,2.5,4.7,3.3,94.0,0.3,1.8,-2.8,3.3,-1.6,3.0
NC(N)=NS(=O)(=O)c1ccc(NC(=S)NC(=O)/C=C/c2ccccc2)cc1,0.0,1.5,3.8,99.0,0.0,-1.0,0.0,-3.2,1.4,3.9
CCC(C)NC(=O)CSc1nc2cc3c(cc2c(=O)n1Cc1ccco1)OCO3 (stereo unspecified),-1.0,-0.4,3.8,97.0,0.6,-1.1,18.8,2.2,24.4,-9.7
COc1ccc([C@H]2CC(=O)C=C(c3ccc(OC)nc3)C2)cc1,-0.8,0.7,3.5,95.0,0.1,-0.1,-1.9,7.7,12.7,-3.2
Cc1cc(OCC(=O)OCC(=O)N2CCc3ccccc32)ccc1Cl,-0.5,0.1,0.2,89.0,-0.1,0.5,8.8,0.1,9.0,-3.2
COC(=O)CSc1nc(N)c(NC(=O)c2ccc(OC)c(OC)c2)c(=O)[nH]1,1.0,1.7,6.1,96.0,0.3,-1.9,4.8,-5.1,-2.3,5.8
COc1cccc(C(=O)OCCCN(C)C)c1,2.1,-1.8,5.4,101.0,0.1,2.6,19.7,1.1,-2.7,10.5
CC1CC(C)CN(C(=O)Cn2c(=O)n(CCCCC(=O)NC3CCCC3)c(=O)c3ccccc32)C1 (stereo unspecified),-2.2,0.2,5.2,90.0,0.0,1.1,-3.2,6.0,-2.4,7.0
O=C(CSc1ccccc1)N1CCN(S(=O)(=O)c2ccccc2)CC1,-0.3,-1.3,-0.6,94.0,-0.2,-0.7,6.3,8.5,8.4,-1.3
O=C(Nc1nnc(S(=O)(=O)Cc2ccc(F)cc2)s1)c1ccccc1F,0.0,1.4,5.0,100.0,0.1,-1.1,3.8,-1.7,?,-5.0
O=C(Nc1ccc(F)cc1F)c1cccc(S(=O)(=O)N2CCCCC2)c1,-0.5,-2.4,0.1,99.0,-0.1,2.3,2.7,-3.9,-0.6,1.2
Cc1cccc2cc(CN(CCCO)C(=O)Nc3ccccc3Cl)c(=O)[nH]c12,5.2,1.2,8.6,103.0,0.1,0.5,3.8,6.7,-3.0,2.8
CCOC(=O)C1CCCN(Cc2nc(N)nc(Nc3ccccc3OC)n2)C1 (stereo unspecified),1.1,-0.1,14.0,90.0,-0.1,1.3,-4.0,-4.5,-0.7,12.9
COc1ccccc1N1CCN(C(c2ccccc2Cl)c2nnnn2C(C)(C)C)CC1 (stereo unspecified),1.4,-8.5,-4.2,96.0,1.3,2.0,7.3,4.8,10.4,-10.6
CCCSC1=C(C#N)C(c2ccc(Cl)cc2Cl)CC(=O)N1 (stereo unspecified),-1.4,-4.3,-7.8,106.0,0.1,5.0,5.0,-2.0,-6.3,-12.7
Cc1ccc(N(CC(=O)N/N=C/c2cccnc2)S(=O)(=O)c2ccccc2)cc1,3.8,0.0,-6.6,102.0,-0.2,-1.8,4.7,-9.7,-1.7,13.9
NNC(=O)COc1ccc(F)cc1,-1.0,-1.3,-7.6,100.0,0.6,-0.8,3.0,-2.9,-4.4,-5.2
CCC(=O)Nc1cccc(-c2nc3ccccc3o2)c1,2.8,-0.1,0.7,102.0,-0.2,-2.2,-4.9,-1.1,0.1,3.5
COc1ccc(CCNCC(=O)N2C(C)CCCC2C)cc1OC (stereo unspecified),1.9,1.4,1.6,99.0,0.6,1.9,5.8,2.1,7.3,-1.4
O=C(CN1C(=O)S/C(=C\c2ccccc2F)C1=O)NCCCn1ccnc1,-0.5,-0.4,-3.1,101.0,-0.1,-1.5,0.3,1.1,-7.9,6.6
O=C1CCN(Cc2ccc(O)cc2)CCN1[C@H](CO)c1ccccc1,0.8,2.1,47.4*,99.0,-0.3,-1.5,-0.6,-4.2,-1.1,-0.9

# Some of these compounds in order of molar mass, falling:
SMILES,iPSC survival up,N-glyco inh,ABHD5 PLIN5 PPI,ABCB6 inh MLPCN,aDG glyco act,MC4R ag barr,MC4R antag cAMP,m5-HT2A agonist,Exocytosis inh,H9c2 protect
CC(=O)NCCn1c(SCC(=O)NCCc2ccc(S(N)(=O)=O)cc2)nc2ccccc2c1=O,-0.9,1.7,4.5,100.0,-0.4,-3.4,6.8,-1.9,-0.6,-7.0
Cn1c(=O)c(=O)n(C)c2cc(N3CCOCC3)c(NS(=O)(=O)c3ccc([N+](=O)[O-])cc3)cc21,0.7,-0.1,-8.2,103.0,-0.6,-2.2,3.1,0.1,-0.5,10.9
O=C(NC(C(=O)O)c1ccccc1)c1ccc(S(=O)(=O)N2CCOCC2)cc1 (stereo unspecified),-0.7,1.5,-2.4,100.0,-0.1,-2.5,-0.1,-0.4,-7.4,-1.2
NC(N)=NS(=O)(=O)c1ccc(NC(=S)NC(=O)/C=C/c2ccccc2)cc1,0.0,1.5,3.8,99.0,0.0,-1.0,0.0,-3.2,1.4,3.9
COc1ccccc1/C=C1\CCCC2=C1Nc1nnnn1C2c1ccccc1OC (stereo unspecified),-3.4,0.7,9.9,99.0,-0.1,-3.0,16.0,1.8,-11.3,-12.9
O=C(C1CCCN1S(=O)(=O)c1cccc2nsnc12)N1CCCCC1 (stereo unspecified),0.0,1.0,-7.8,101.0,0.3,-1.4,4.5,-0.4,-11.2,0.0
COCC(=O)Nc1nnc(SCC(=O)NCc2cccs2)s1,-0.6,2.0,-3.9,98.0,0.0,-1.5,-5.0,0.0,-0.5,4.6
CCOC(=O)CC(=O)CSc1nc2c(cc1C#N)CCCCCC2,2.2,2.0,-3.1,110.0,-0.3,4.4,5.3,0.1,0.9,-4.5
CCOC(=O)c1nc(NCc2ccccc2F)c2ccccc2n1,-1.9,-3.1,-3.2,101.0,-0.1,-0.7,-3.8,6.2,?,0.6
CN(C)CC(=O)c1c[nH]c2ccccc12,-2.1,0.2,-5.0,97.0,0.0,-0.4,3.3,-1.7,-2.1,7.6

# Other structures:
SMILES,iPSC survival up,N-glyco inh,ABHD5 PLIN5 PPI,ABCB6 inh MLPCN,aDG glyco act,MC4R ag barr,MC4R antag cAMP,m5-HT2A agonist,Exocytosis inh,H9c2 protect
C#Cc1ccc([C@@H]2C=C(C(=O)O)O[C@H](OCCCCO)C2)cc1,0.6,3.2,-4.6,101.0,-0.2,0.6,6.3,0.9,-8.5,2.4
CC(C(=O)NC1CCCCCC1)c1ccc([N+](=O)[O-])cc1 (stereo unspecified),-0.7,1.8,4.4,97.0,-0.1,-2.3,3.6,5.8,-3.6,-0.9
COc1ccccc1N1C[C@@H]2C[C@@H](c3ccco3)N3CCC[C@@]23C1=O,1.9,-0.7,6.2,101.0,0.8,1.3,19.1,-1.9,-1.0,2.8
CCOC(=O)c1[nH]c(C)c(C(=O)NC2CCCCC2)c1C,2.4,1.1,1.0,101.0,0.0,-1.1,5.3,-0.2,-2.9,-2.9
